# Abeta rescue: qHTS for compounds that reverse cellular toxicity of Amyloid beta (A-beta) peptide in yeast: Primary Screen; yeast expressing A-beta42, growth rescue, OD600, 48 h; response scale: 0% DMSO, 100% iron-clioquinol control; Potency, µM (doses to about 46.1 µM), for inactives: top-dose growth rescue, usual class: activators; 0.063% of 410,000 active; further: potency means the concentration at half of the fitted maximal effect; nearly all actives have a fitted effect of over 55% in size
#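 Yeast growth medium received pinned compounds, then yeast cells expressing toxic A-beta were added; plates incubated at 30 C for 48 hr. Growth read as absorbance at 600 nm, normalized to DMSO and equimolar FeCl3 plus clioquinol controls.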
# GLP1R cytotox: qHTS of GLP-1 Receptor Inverse Agonists: Cytotox Screen; HEK293 cAMP-luciferase reporter cells, luminescence, 24 h; Potency, µM (top dose mostly 38.3 µM), for inactives: at the top dose activity change, negative = inhibition, actives largely listed as inhibitors; 0.13% of 410,000 active; AID 624418, 2012;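 further: loss of luciferase light is scored as toxicity; potency means the concentration at half of the fitted maximal effect; on the % scale 0 is the no-effect control and ±100 the full control effect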
#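 Luminescence readout: signal drop marks cytotoxicity. Plated cells grew 12 h at 37 °C, 5% CO2, received 23 nL compound for 24 h, then got luciferase reagent, read after 12 min at RT.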
# Mm-Cpn inhibitor: Inhibitors of TCP-1 ring complex (TRiC) of Methanococcus maripaludis (MmCpn): qHTS. Chaperonin Mm-Cpn (Methanococcus maripaludis). purified Mm-Cpn ATPase, ADP Transcreener TR-FRET. Potency, µM (highest dose often 76.9 µM), for the others: at the highest dose activity, negative = inhibition, most hits filed as inhibitors. 0.031% of 330,000 active. AID 504842, 2011; further: potency means the concentration at half of the fitted maximal effect; on the % scale 0 is the no-effect control and ±100 the full control effect; nearly all actives have a fitted effect of over 80% in size
#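 25 nM Mm-CPN + cpd, 10 min 37°C; + 10 uM ATP, 30 min 37°C; buffer 30 mM Tris pH 7.4, 100 mM KCl, 5 mM MgCl2, 1 mM DTT; Transcreener ADP HTRF detection 30 min RT.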
# aSyn rescue: qHTS of alpha-syn Inhibitors. Yeast expressing alpha-synuclein, growth rescue, BacTiter-Glo, 24 h. Potency, µM (highest dose often 46.1 µM), without a hit: at the top dose growth rescue (activation), usual class: activators. 0.14% of 370,000 active. AID 652106, 2013; further: potency means the concentration at half of the fitted maximal effect; % of control where 0% means no effect; nearly all actives have a fitted effect of over 65% in size
#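 Galactose-induced alpha-syn yeast (OD600=0.02, raffinose-pregrown) + pinned cpd, 24 hr, 30 deg C; growth by BacTiter-Glo luminescence. Growth restoration scores as activation.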
# PTHR1 agonist: qHTS for PTHR1 Agonists: Primary Screen; Parathyroid hormone/parathyroid hormone-related peptide receptor (Homo sapiens), Q03431; HEK293 GP2 PTHR1 cells, GloSensor cAMP luminescence, 1 h; Potency, µM (series often up to 115 µM), for inactives: at the top dose activation, actives largely listed as activators; 0.075% of 410,000 active; AID 743266, 2014; further: potency means the concentration at half of the fitted maximal effect; nearly all actives have a fitted effect of over 55% in size; some results filed as inactive show a strong effect at the top dose; inactives centre near -15; many of its hits are not listed in these tables
# Target sequence (Q03431 whole entry, looked up): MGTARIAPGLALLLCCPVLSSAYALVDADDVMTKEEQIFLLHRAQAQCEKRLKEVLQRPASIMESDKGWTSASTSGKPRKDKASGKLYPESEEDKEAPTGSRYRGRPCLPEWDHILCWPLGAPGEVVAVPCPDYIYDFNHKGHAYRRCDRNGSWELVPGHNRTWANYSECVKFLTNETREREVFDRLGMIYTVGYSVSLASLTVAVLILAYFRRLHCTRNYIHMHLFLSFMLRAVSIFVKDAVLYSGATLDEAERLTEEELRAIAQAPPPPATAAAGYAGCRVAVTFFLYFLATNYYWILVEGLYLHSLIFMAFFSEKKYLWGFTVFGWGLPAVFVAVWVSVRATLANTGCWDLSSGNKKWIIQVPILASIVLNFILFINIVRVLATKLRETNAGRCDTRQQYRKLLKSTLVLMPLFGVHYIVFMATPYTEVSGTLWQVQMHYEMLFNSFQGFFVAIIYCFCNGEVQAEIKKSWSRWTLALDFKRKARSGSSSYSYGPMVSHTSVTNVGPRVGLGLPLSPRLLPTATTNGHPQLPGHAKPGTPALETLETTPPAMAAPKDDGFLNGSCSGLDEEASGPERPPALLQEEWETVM
#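 HEK-293-derived GP2 cells expressing PTHR1 and a GloSensor cAMP reporter, 3,000/well, plated overnight, given luciferin plus IBMX (each 0.5 mM as added) for 1 h at 37 °C, then compound for 1 h at 37 °C. Luminescence was read after 15 min at room temperature.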
# Akt phos inh: HTS Assay for Inhibitors of Akt Phophorylation: Primary Screen; Neuro2A IGF-stimulated pAkt S473 HTRF, 20 min; active compounds read low; 0.32% of 360,000 active; activity change, % for hits at 50 µM; in the data active means activity change below about -80%; inconclusive means mostly about -51% to -80%; further: on the % scale 0 is the no-effect control and ±100 the full control effect
#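 Neuro2A cells in DMEM with 0.5% FBS, overnight at 37 deg C, given compound at single 50 µM final, then IGF (6 nM final) for 20 min at 37 deg C. Lysed; phospho-Akt Ser473 by HTRF after 24 h, 665/615 ratio.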
# TDP43 rescue: qHTS of TDP-43 Inhibitors; TDP-43 expressing yeast growth rescue, BacTiter-Glo, 24 h; Potency, µM (top dose mostly 46.1 µM), inactives show top-dose growth rescue (activation), hits mostly activators; 1.8% of 410,000 active; further: potency means the concentration at half of the fitted maximal effect; % of control where 0% means no effect; nearly all actives have a fitted effect of over 50% in size
#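 Galactose-induced TDP-43 yeast, OD600=0.02, compound pinned; 24 hr, 30 deg C; BacTiter-Glo luminescence for growth. Inhibitors of TDP-43 toxicity read as activators.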
# FUS suppressor: qHTS for Suppressors of FUS Proteinopathy: Primary screen using FUS-linked yeast assay | S. cerevisiae FUS-expressing, growth rescue, OD600, 24 h | Potency, µM (series often up to 76.6 µM), without a hit: top-dose growth rescue (activation), actives largely listed as activators | 0.24% of 390,000 active | AID 1347120, 2019;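 further: potency means the concentration at half of the fitted maximal effect; plate controls were DMSO vehicle for no effect and reference control for full effect; nearly all actives have a fitted effect of over 55% in size; some results filed as inactive show a strong effect at the top dose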
#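 Yeast FUS proteinopathy model; galactose-induced FUS (2%), starting OD 0.005. Cpds in dilution series, 24hr, 30C, 99% humidity. Abs 600 nm growth. Pos ctrl CP55940 (top 92uM final); neg ctrl DMSO.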
# GLP1R inv ag: qHTS of GLP-1 Receptor Inverse Agonists (Inhibition Mode); Glucagon-like peptide 1 receptor (Homo sapiens), P43220; HEK293 GLP-1R CRE-luciferase, luminescence, 24 h; GLP-1R form is constitutively active; Potency, µM (series often up to 38.3 µM), inactives show at the highest dose activity change, negative = inhibition, hits mostly inhibitors; 1.6% of 410,000 active; AID 624417, 2012; further: potency means the concentration at half of the fitted maximal effect; on the % scale 0 is the no-effect control and ±100 the full control effect; nearly all actives have a fitted effect of over 55% in size
# Target sequence (P43220 whole entry, looked up): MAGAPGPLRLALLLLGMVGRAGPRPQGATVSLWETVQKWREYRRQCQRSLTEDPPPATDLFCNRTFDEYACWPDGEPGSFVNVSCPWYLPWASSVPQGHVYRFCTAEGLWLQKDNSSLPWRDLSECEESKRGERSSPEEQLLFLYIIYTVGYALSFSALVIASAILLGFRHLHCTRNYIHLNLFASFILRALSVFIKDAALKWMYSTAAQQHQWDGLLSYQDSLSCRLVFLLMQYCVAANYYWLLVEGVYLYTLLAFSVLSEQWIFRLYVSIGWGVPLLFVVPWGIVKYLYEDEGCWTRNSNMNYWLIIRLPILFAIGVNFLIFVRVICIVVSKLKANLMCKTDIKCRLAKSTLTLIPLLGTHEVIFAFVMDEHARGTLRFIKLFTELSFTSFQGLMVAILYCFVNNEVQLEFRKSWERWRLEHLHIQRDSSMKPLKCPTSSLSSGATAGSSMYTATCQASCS
#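 Using stably transfected HEK293 (constitutively active GLP-1R, cAMP-luciferase reporter), compounds were incubated 24 hr and luciferase measured by luminescence.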
# An asterisk follows results filed as active; i = inactive; ? = inconclusive; . = no result given; [ ] = dose if it differs, or a comment. Unless noted, the call rests on the fitted dose curve; in most records, active means well fitted curve in the direction sought with a large enough effect; inconclusive means small, poorly fitted or top-dose-only effect, or another doubt; inactive means no such curve, though single readings can be large; an effect the other way counts as inactive or inconclusive. These rows are one share of the data (hit frequency here may not be typical).
SMILES,Abeta rescue,GLP1R cytotox,Mm-Cpn inhibitor,aSyn rescue,PTHR1 agonist,Akt phos inh,TDP43 rescue,FUS suppressor,GLP1R inv ag
O=C(OCC(=O)N1CCN(C(=O)c2ccco2)CC1)c1cc(S(=O)(=O)Nc2ccc(Cl)cc2)ccc1O,-13%,4%,?,-1%,-20%,i,-9%,38%,-22%
C[C@]12c3[nH]c4ccccc4c3CCN1C(=O)C(CC(=O)NCCCn1ccnc1)C[C@@H]2C(=O)N1CCOCC1 (some centres not stated),-9%,3%,1%,-4%,-16%,i,9%,-6%,5%
Cn1cnc2cc(NCc3ccccc3Cl)ccc21,-6%,-3%,0%,2%,-1%,i,-11%,4%,14%
O=C(C1CC(=O)N(C2CCCC2)C1)N1CCN(c2cccc(Cl)c2)CC1 (configuration not stated),-4%,-26%,1%,2%,-8%,i,-10%,.,-18%
Cc1cc(OCC(O)CN2CCOCC2)cc(C)c1Cl (configuration not stated),3%,6%,-2%,-5%,i,i,7%,0%,?
C/C(=N/NC(=O)c1ccco1)c1cccnc1,-1%,-3%,2%,-5%,-12%,i,1%,-31%,19%
Cc1ccc(CCC(=O)Nc2ccccc2F)s1,9%,19%,-1%,-3%,-33%[inhibitor],i,-7%[0.397 µM],-9%,31%[activator]
C=CCc1cccc(/C=N/n2cnnc2)c1O,-1%,3%,-2%,8%,?,i,-5%,10%,0%
COCC1CCN(C(=O)c2cc(COc3ccc4c(c3)CCCC4)on2)C1 (configuration not stated),10%,-1%,-2%,-4%,-45%[inhibitor],i,3%,.,?
CCOc1ccc(NC(=O)CN(C)C(=O)c2c(-c3c(F)cccc3Cl)noc2C)cc1OCC,-3%,8%,1%,1%,14%,i,-19%,-1%,-5%
C#CCN1C(=O)C(O)(CC(=O)c2ccc(OC)c(OC)c2)c2cc(Br)ccc21 (configuration not stated),9%,-10%,.,.,i,.,6%,17%,28%
CCCCc1ccc(-n2nnnc2SCC(=O)Nc2cc(OC)c([N+](=O)[O-])cc2C)cc1,-5%,?,0%,-1%,-8%,i,-3%,.,?
O=C(Nc1ccc(-c2cn3c(n2)SCC3)cc1)c1ccco1,3%,9%,-2%,1%,i,i,-1%,?,40%[activator]
CNC(=S)N1N=C(c2ccccc2)CC1c1ccccc1Cl (configuration not stated),-12%,1%,2%,0%,-10%,i,-10%,0%,1%
COc1ccc(C(=O)Nc2ccc(CN3CCOCC3)cc2)cc1,9%,-12%,2%,0%,-33%,i,5%,8%,5%
Cc1c(CN(C)C)c2c(n1Cc1ccccc1)C(=O)c1ccc(Br)cc1-2,26%,?,0%,-3%,i,i,-17%,14%,0%
CN(C)c1ccc(C(=S)NC2CCCCC2)cc1,?,6%,1%,-10%,-74%[inhibitor],i,22%,-32%,-23%
Cc1ccccc1C(=O)O,-22%,-3%,0%,17%,-19%,i,28%,-35%,7%
Cc1ccc(C2CC(C(F)(F)F)n3ncc(C(N)=O)c3N2)cc1 (configuration not stated),17%,-10%,-1%,9%,i,i,5%,-13%,-29%
CCOc1ccc(NC(=O)CN(c2ccc(OC)cc2)S(C)(=O)=O)cc1,-1%,-6%,1%,8%,-22%,i,10%,-6%,1%
Clc1cccc(CSc2ncn(-c3ccccc3)n2)c1,8%,-3%,1%,4%,i,i,13µM*,27%,?
O=C(Oc1cccnc1)c1cc(S(=O)(=O)N2CCOCC2)ccc1Cl,-1%,3%,-1%,3%,i,.,-14%,23%,9%
COc1ccc(C(=O)NCc2ccc3c(c2)CCN3C(=O)c2ccccc2)cc1,1%,1%,.,.,i,.,22%,-7%,3%
CCc1ccc(-c2cn3c(n2)sc2cc(C(=O)NCCc4ccc(OC)cc4OC)ccc23)cc1,13%,7%,.,.,-13%,.,12%,-2%,13%
COC(=O)c1ccc(S(=O)(=O)N2CCCCC2)o1,10%,2%,1%,0%,28%[57.5 µM],i,5%,8%,26%

# The results go on:
SMILES,Abeta rescue,GLP1R cytotox,Mm-Cpn inhibitor,aSyn rescue,PTHR1 agonist,Akt phos inh,TDP43 rescue,FUS suppressor,GLP1R inv ag
CN(C)c1ccc(N=Cc2nc(-c3ccccc3)oc2OC(=O)c2ccccc2)cc1,0%,7%,0%,9%,i,i,7%,-3%,-9%
CCN(CC)C(=O)Cn1cc(C(=O)C(=O)NCCc2ccc(S(N)(=O)=O)cc2)c2ccccc21,-17%,1%,-22%,-7%,i,i,-6%,-24%,6%
CCn1c(=N)n(CC(=O)c2ccc(OC)c(OC)c2)c2ccccc21,-21%,-9%,1%,2%,-30%[57.5 µM],.,0%,29%,-8%
CCOC(=O)c1ccc(N2C(=O)c3n[nH]c(C)c3C2c2ccc(C(C)C)cc2)cc1 (configuration not stated),-12%,1%,.,.,-11%,.,16%,1%,13%
CCCNC(=O)COc1coc(CN2CCN(c3ccc(F)cc3)CC2)cc1=O,3%,-2%,2%,-6%,-2%,i,-20%,1%,-11%
CCOc1cccc(C(=O)NC2=NCCS2)c1,0%,15%,0%,-15%,-21%,i,5%,6%,-27%
COc1ccc(Cl)cc1C(=O)CSc1nc(N)cc(N)n1,3%,-18%,0%,-8%,i,i,28%,26%,8%
O=C(c1ccc(S(=O)(=O)Nc2ccccc2)cc1)N1CCCC1,-9%,-7%,-6%,1%,i,i,-6%,5%,1%
O=S1(=O)CC/C(=N\Nc2ccc(F)cc2)c2ccsc21,-22%,-13%,?,-3%,-15%,i,-4%,-14%,?
O=C(COc1ccccc1[N+](=O)[O-])N(Cc1cccc(Br)c1)C1CCS(=O)(=O)C1 (configuration not stated),4%,1%,-2%,0%,i,i,2%,33%,?
CCOC(=O)N1CCC(N(CCN(C)C)C(=S)Nc2cccc(SC)c2)CC1,4%,1%,4%,-15%,-14%,i,3%,4%,5.6µM*
COc1cccc(OCCNC(=O)c2cc(OC)c(OC)c(OC)c2)c1,-14%,-2%,1%,5%,?,i,-20%,4%,-5%
Cc1ccc2c(c1)C1CN(C)CCC1N2S(=O)(=O)c1cccc(C(F)(F)F)c1 (configuration not stated),-3%,?,0%,-1%,7%,i,10%,5%,?
CCOC(=O)CC(NC(=O)Cn1nnc(-c2ccc(C(F)(F)F)cc2)n1)c1ccccc1Cl (configuration not stated),-17%,-14%,.,-8%,-27%,.,1%,-10%,-5%
Cc1cccc(-n2ncc(Cl)c(Cl)c2=O)c1,-55%[inhibitor],?,-6%,2%,-43%[inhibitor],i,?,-12%,?
CCN(CC)C1CCN(C(=O)c2ccc(OC3CCN(CCc4ccccc4)CC3)cc2)C1 (configuration not stated),-3%,?,-1%,-4%,-35%,i,-3%,10%,?
O=c1[nH]c2ccccc2cc1-c1nnn(-c2ccc(Cl)c(Cl)c2)n1,-10%,-6%,.,-2%,-20%,i,14%,-10%,4%
CSC(=NC#N)N1CCN(c2ccccc2)CC1,1%,0%,1%,9%,-6%[57.5 µM],i,?,16%,0%
O=C(CNC(=O)c1ccc(Br)cc1)N=Nc1c(O)[nH]c2ccc([N+](=O)[O-])cc12,5%,-5%,-2%,4%,i,i,-12%,-8%,6%
Cc1cccnc1NC(=O)CCCNC(=O)c1ccc(Cl)cc1,0%,9%,1%,10%,i,i,22%,-6%,-5%
O=C(Nc1ccc2c(c1)OCCO2)c1ccc(Cl)c([N+](=O)[O-])c1,-9%,0%,-1%,2%,-13%,i,0%,-22%,1%
COc1ccc(NC(=O)CSCc2cc(=O)n3ccsc3n2)cc1,10%,-5%,-1%,-3%,i,i,-8%,0%,0%
CC1CN(CC(=O)NC(C)c2ccccc2)CC(C)O1 (configuration not stated),1%,5%,1%,-1%,i,i,16%,-29%,10%
COc1cccc(NC(=O)C2=COCCO2)c1,6%,3%,0%,2%,-40%[inhibitor],i,-11%,-12%,-15%
COc1cccc(-c2cc(NC=O)c3ncc(-c4ccc(OC)c(OC)c4)n3c2)c1,15%,-26%,.,-8%,i,i,?,?,?
CCOCCCNC(=O)c1c(NC(=O)c2cc(=O)c3cc(C)c(C)cc3o2)sc2c1CCC2,-6%,9%,.,.,-13%,.,-2%,-5%,17%
O=C(Nc1ccc2oc(-c3ccc4ccccc4c3)nc2c1)c1cccs1,-1%,-8%,-1%,1%,-34%[inhibitor][57.5 µM],i,15%,-12%,18%
Cc1ccc(NC(=O)CN(C)C(=O)COC(=O)C(C)(C)Oc2ccc(Cl)cc2)cc1,17%,2%,-2%,1%,i,i,-4%,.,?
CC1=C(C(=O)N2CCOCC2)CC(CC(=O)NCCCCc2ccccc2)C(=O)N1CCC1=CCCCC1 (configuration not stated),4%,-5%,.,-1%,i,i,?,30%,5%

# Screening results (PubChem)
